# MITF TRPM1 inh – MITF TRPM1 promoter inhibition in SK-MEL-5 cells | AID 488899 | SK-MEL-5 TRPM1 promoter luciferase, 24 h | inhibition, % at 12.5 µM | 330,000 tested, 0.83% active;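 active means mean inhibition across replicates of 60% or more, whatever share of single replicates reaches that level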; further: values of inactives mirror those of a sister screen read the other way
# HTR2A ag – activates the mouse 5-HT2A serotonin receptor; AID 624169; activation, % at 7.6 µM; CHO-K1 mHTR2A beta-arrestin complementation, luminescence; percent of 30 µM serotonin response; 360,000 tested, 0.66% active; P35363;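 active means activation above a run cutoff, the mean activation of all tested compounds plus 3 SD, cut at about 14% in these data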;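 further: 0% = plate median of compound wells and 100% = 30 µM serotonin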
# NR2E3 ag-1 – agonists of human nuclear receptor NR2E3. Q9Y5X4. GST-NR2E3/biotin-RetCOR TR-FRET, 1536-well. inhibition of corepressor binding, % at 4.78 µM. 320,000 tested, 0.12% active. AID 2300;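 active means percent inhibition above the cutoff of mean plus 3 SD of all tested compounds, set per screening campaign, cut at about 20% in these data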;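 further: 0% = DMSO wells and 100% = biotin wells as full block of FRET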
# Target sequence (Q9Y5X4 whole entry, looked up): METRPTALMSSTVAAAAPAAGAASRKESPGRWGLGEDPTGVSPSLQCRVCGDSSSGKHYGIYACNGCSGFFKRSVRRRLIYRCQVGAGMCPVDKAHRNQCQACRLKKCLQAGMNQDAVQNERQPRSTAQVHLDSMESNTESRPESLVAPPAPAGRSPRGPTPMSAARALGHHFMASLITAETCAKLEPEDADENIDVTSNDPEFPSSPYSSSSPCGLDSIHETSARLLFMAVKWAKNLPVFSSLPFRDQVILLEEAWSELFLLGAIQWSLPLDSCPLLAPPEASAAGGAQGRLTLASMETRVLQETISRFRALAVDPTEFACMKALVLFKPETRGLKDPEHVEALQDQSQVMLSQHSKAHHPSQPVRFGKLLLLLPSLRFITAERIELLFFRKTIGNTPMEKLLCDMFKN
#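 System: GST-NR2E3 and biotin-RetCOR proteins; probe or stimulus: 7 nM biotin-RetCOR; doses: compound at 4.8 µM, single dose; schedule: Compound–protein incubation for 5 h at 4 °C; detection: time-resolved FRET; read-out: percent inhibition; controls: biotin wells as high control, 0.6% DMSO wells as low control; format: 1536-well plates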
# NR2E3 ag-2 – human photoreceptor-specific nuclear receptor agonism; Q9Y5X4; CHO-S Gal4-NCOR/VP16-NR2E3 two-hybrid, luciferase; inhibition of corepressor binding, % at 3.98 µM; 360,000 tested, 0.35% active; AID 602229;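 active means inhibition above the mean of all tested compounds plus 3 SD, cut at about 70% in these data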;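 further: 0% = DMSO with NR2E3 transfected cells and 100% = cells lacking NR2E3 construct; higher means lower luciferase signal from less NR2E3 corepressor binding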
# HIF-2a inh – inhibitors of HIF-2a. 786-0 RCC cells HIF-2a reporter, luciferase luminescence, overnight. inhibition, % at 18.8 µM. 360,000 tested, 0.72% active. AID 624352;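 active means inhibition of the luminescence signal of 40% or more relative to plate controls, in a single-dose primary screen at 18.75 µM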
# H9c2 protect – protects H9c2 cardiomyocytes from peroxide injury; H2O2 injury protection, ATPLite, 2 h; AID 588492; 360,000 tested, 0.63% active; protection from H2O2 cell death, % at 20 µM;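 active means compounds giving at least 50% protection of heart cells from peroxide-induced death in the single-dose screen, raw or plate-pattern-corrected value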;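 further: 0% = DMSO wells with peroxide and 100% = DMSO wells without peroxide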
# iPSC survival up – increases survival of single human iPS cells; hiPSC single-cell survival, ATPlite luminescence; 100% = ROCK inhibitor wells, 0% = DMSO; survival enhancement, % at 20 µM; 360,000 tested, 0.044% active; AID 602274; in the data active means survival enhancement above about 18%;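 further: cells exposed to compounds for 16 hours before the ATP read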
# CaV13 FRET inh – Disruptors of the CACNA1D IQ motif to Ca2+-dependent inactivation inhibitor domain association, primary screening, Förster resonance energy transfer in intact living …. HEK cells, CFP/YFP FRET ICDI-IQ, plate reader, 10 min; percent FRET-ratio fall versus neutral wells. AID 743397. inhibition, % at 12.3 µM. 340,000 tested, 0.098% active;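 active means mean replicate inhibition of at least 30% and at least 1% of replicates passing that level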;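 further: 0% = median of the neutral control wells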
# PDI turbidity – PDI (human) enzyme inhibition | PDI insulin aggregation turbidity, A650, 90 min | inhibition, % at 10 µM | 350,000 tested, 0.052% active | AID 588391;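 active means mean inhibition across replicates of 30% or more, whatever share of single replicates reach that level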;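 further: absorbance from insulin aggregation driven by PDI reduction with DTT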
# Peg3 promoter – inhibitors of Peg3 promoter; HeLa PEG-Prom luciferase reporter, luminescence, overnight; inhibition, % at 20 µM; 360,000 tested, 1.7% active;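 active means inhibition of at least 50% at 20 µM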
# Shn3 inh set2 – reduces Shn3 3'UTR luciferase signal in osteoblasts; 360,000 tested, 0.52% active; inhibition, % at 12.5 µM; Clone20 osteoblast Shn3 3'UTR firefly luciferase, 24 h; AID 588674;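 active means mean inhibition of at least 75% with every replicate also reaching 75%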;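 further: 0% = median of neutral control wells and 100% = pilot-screen positive control compound; some compounds past the cut are filed as inactive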
# An asterisk follows results filed as active; . = no result given.
entry | molecule | H9c2 protect | NR2E3 ag-1 | Shn3 inh set2 | NR2E3 ag-2 | HTR2A ag | CaV13 FRET inh | HIF-2a inh | Peg3 promoter | PDI turbidity | MITF TRPM1 inh | iPSC survival up
1 | CC(=O)c1cccc(NC(=O)c2ccccc2OCc2ccc(F)cc2)c1 | 0 | 3 | 25 | -13 | -6 | -2 | -9 | -3 | 1 | 6 | 0.1
2 | COc1ccc(NC(=S)NC(C)c2ccncc2)cc1OC (stereo unspecified) | 6 | 2 | 1 | -13 | 6 | -6 | 19 | 8 | 3 | -2 | -0.8
3 | CC(=O)NC12CC3CC(C1)CC(C(=O)Nc1cccc(S(=O)(=O)N4CCCCCC4)c1)(C3)C2 | 3 | . | 22 | -10 | -1 | -2 | 20 | 32 | -2 | 5 | -0.4
4 | CC(=O)OCc1c(-c2ccccc2)c2cc([N+](=O)[O-])ccc2n1C | -6 | -1 | -3 | 6 | -12 | -19 | 28 | 23 | 5 | 2 | -0.5
5 | COc1cccc2c(C)nc(Nc3nc(CSc4nnc(C)s4)cc(=O)[nH]3)nc12 | 26 | 0 | 3 | -5 | 0 | -6 | 14 | 76* | 2 | 16 | -3.3
6 | C/C(N)=C(/C#N)C(=O)CSc1nc2ccccc2c(=O)n1-c1ccccc1C | 9 | -5 | 4 | 2 | -8 | -7 | 16 | 7 | -3 | 0 | -2.2
7 | CC(C)(C)n1nnnc1C(c1cccnc1)N1CCN(c2ccccc2F)CC1 (stereo unspecified) | 19 | 3 | 6 | -35 | -1 | . | 5 | 9 | -16 | 12 | 0.5
8 | COc1ccc(-n2nc(C(=O)NCC(=O)N3CCC(C(N)=O)CC3)c3ccccc3c2=O)cc1OC | -4 | 4 | -14 | -6 | 5 | -7 | 8 | -3 | 3 | -3 | 1.4
9 | COC(=O)c1cc(OC)c(OC)cc1NC(=O)CN1C(=O)c2ccccc2C1=O | 10 | -2 | 12 | 26 | -2 | -4 | 20 | 5 | 13 | 10 | 1.7
10 | O=C(NCCc1ccccc1)C(=O)NCC1CCCN1S(=O)(=O)c1ccccc1 (stereo unspecified) | 23 | 1 | 10 | 1 | 0 | -12 | 3 | 40 | -1 | 27 | -0.4
11 | Cc1cc(C)nc(NS(=O)(=O)c2ccc(NC(=O)NC3CCCCC3)cc2)n1 | 0 | 4 | 18 | 33 | -4 | -6 | 15 | 23 | -3 | 8 | 6.6
12 | CC1CN(C(=O)CN(C)S(=O)(=O)c2ccc3ccccc3c2)CC(C)O1 (stereo unspecified) | 12 | 4 | 0 | -7 | -5 | -4 | 5 | -5 | 3 | 7 | 1.2
13 | NC1=C([N+](=O)[O-])C(c2ccc3c(c2)OCO3)C2=C(CCCC2=O)O1 (stereo unspecified) | 1 | -2 | -78 | 4 | 9 | -19 | 8 | 3 | 0 | -4 | -0.3
14 | O=C(Nc1ccccc1)N1CCN(c2ccc(C(F)(F)F)cn2)CC1 | -10 | 1 | 44 | 15 | 10 | -4 | -6 | -13 | -14 | 4 | 0.0
15 | O=C(COC(=O)CC1c2ccccc2CCN1S(=O)(=O)c1ccccc1)Nc1ccccc1 (stereo unspecified) | 0 | 1 | -13 | 2 | 3 | -3 | 18 | 8 | -43 | 7 | 3.0
16 | Cn1cc(Br)c(C(=O)NNC(=O)c2cccc(Br)c2)n1 | 10 | 2 | -4 | -17 | -5 | 0 | -9 | -29 | -2 | 3 | 0.9
17 | COC(=O)c1ccccc1NC(=O)CN(c1c(C)cccc1C)S(C)(=O)=O | 8 | 1 | -1 | -7 | 4 | -21 | 10 | 7 | -2 | 4 | -0.1
18 | NS(=O)(=O)c1cccc(NC(=O)c2cc(-c3cccs3)nc3ccccc23)c1 | 22 | 0 | 11 | -11 | -7 | 4 | -39 | 19 | 4 | -3 | 0.0
19 | Cc1ccc(C(=O)NC(=S)N2CCCCCC2)cc1 | 7 | -1 | -17 | -22 | 10 | -3 | -52 | -29 | 6 | -6 | -1.6
20 | OCc1ccc(-c2cncc3nccn23)cc1 | -4 | . | 8 | -7 | 2 | -4 | 3 | 3 | -16 | . | 0.7
21 | Cc1noc(C)c1S(=O)(=O)N1Cc2ccccc2CC1C(=O)N(C)C (stereo unspecified) | 0 | 1 | -24 | -33 | 1 | -3 | 3 | -10 | -14 | 1 | -0.4
22 | Cc1[nH]c2ccccc2c1NC(=O)CN1CCN(c2cccc(C(F)(F)F)c2)CC1 | 7 | 4 | 12 | -8 | 0 | . | -4 | 19 | -3 | -10 | 3.5
23 | Cc1ccc(-n2nnnc2SCC(=O)N2CCN(C(=O)c3ccco3)CC2)c(C)c1 | -2 | -1 | 8 | 13 | -5 | . | 20 | 6 | 0 | 8 | 2.3
24 | S=C(NC1CC1)N1CCN(c2ccc(Cl)cc2)CC1 | -4 | 4 | 6 | 1 | -10 | -5 | 7 | -7 | -4 | -7 | -0.3

# Structural class, the compounds so far containing four or more nitrogen atoms (9)
entry | molecule | H9c2 protect | NR2E3 ag-1 | Shn3 inh set2 | NR2E3 ag-2 | HTR2A ag | CaV13 FRET inh | HIF-2a inh | Peg3 promoter | PDI turbidity | MITF TRPM1 inh | iPSC survival up
5 | COc1cccc2c(C)nc(Nc3nc(CSc4nnc(C)s4)cc(=O)[nH]3)nc12 | 26 | 0 | 3 | -5 | 0 | -6 | 14 | 76* | 2 | 16 | -3.3
6 | C/C(N)=C(/C#N)C(=O)CSc1nc2ccccc2c(=O)n1-c1ccccc1C | 9 | -5 | 4 | 2 | -8 | -7 | 16 | 7 | -3 | 0 | -2.2
7 | CC(C)(C)n1nnnc1C(c1cccnc1)N1CCN(c2ccccc2F)CC1 (stereo unspecified) | 19 | 3 | 6 | -35 | -1 | . | 5 | 9 | -16 | 12 | 0.5
8 | COc1ccc(-n2nc(C(=O)NCC(=O)N3CCC(C(N)=O)CC3)c3ccccc3c2=O)cc1OC | -4 | 4 | -14 | -6 | 5 | -7 | 8 | -3 | 3 | -3 | 1.4
11 | Cc1cc(C)nc(NS(=O)(=O)c2ccc(NC(=O)NC3CCCCC3)cc2)n1 | 0 | 4 | 18 | 33 | -4 | -6 | 15 | 23 | -3 | 8 | 6.6
14 | O=C(Nc1ccccc1)N1CCN(c2ccc(C(F)(F)F)cn2)CC1 | -10 | 1 | 44 | 15 | 10 | -4 | -6 | -13 | -14 | 4 | 0.0
16 | Cn1cc(Br)c(C(=O)NNC(=O)c2cccc(Br)c2)n1 | 10 | 2 | -4 | -17 | -5 | 0 | -9 | -29 | -2 | 3 | 0.9
22 | Cc1[nH]c2ccccc2c1NC(=O)CN1CCN(c2cccc(C(F)(F)F)c2)CC1 | 7 | 4 | 12 | -8 | 0 | . | -4 | 19 | -3 | -10 | 3.5
23 | Cc1ccc(-n2nnnc2SCC(=O)N2CCN(C(=O)c3ccco3)CC2)c(C)c1 | -2 | -1 | 8 | 13 | -5 | . | 20 | 6 | 0 | 8 | 2.3

# Screening results (PubChem)
